West Nile virus CPE: inhibition of WNV-induced cytopathic effect – cell-based, CPE readout (AID 1621) | West Nile virus-infected cells, CPE inhibition; higher % means a stronger effect | CPE inhibition, % at 10 µM, or IC50 in µM where a hit was titrated | 290,000 compounds, 0.02% hits; in the data active means a potency from the dose series; inconclusive means CPE inhibition mostly from about 3.7% at the one dose, without a potency; inactive means the rest, 99 in 100 with CPE inhibition below about 2.2%; further: strong numbers were not always called active
Dengue-2 NS5 capping: flavivirus cap methylation enzyme inhibition – biochemical, confirmation dose response, primary screen (AID 588689) | Dengue-2 NS5 methyltransferase capping enzyme assay, biochemical; higher % means a stronger effect | one-dose inhibition, % at 25 µM; IC50 in µM for titrated hits | 340,000 compounds, 0.3% hits; in the data active means a potency from the dose series; inconclusive means inhibition above about 29% without an active follow-up result
MgcRacGAP inhibition: MgcRacGAP GTPase-activating activity inhibitors, confirmation, biochemical, ADP Hunter fluorescence. 340,000 compounds, 0.6% hits. MgcRacGAP-stimulated Rac1 GTP hydrolysis, ADP Hunter fluorescence; higher % means a stronger effect; GST-tagged Rac1 F28L mutant substrate. inhibition, % at 30 µM; hits with a dose series show IC50 in µM;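 active means first-screen hits whose inhibition reached a set limit at any dose in the follow-up dose series; inconclusive means inhibition above the set first-screen limit but never retested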;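 further: fluorescence reports GDP produced by GAP-driven GTP hydrolysis; strong numbers were not always called active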
SIAH1 antagonists: Siah-1 peptide-binding antagonists, primary screen, biochemical, fluorescence polarization, rhodamine-plectin, uHTS (AID 1817); Siah-1 / rhodamine-plectin peptide fluorescence polarization; higher % means a stronger effect; displacement, % at 20 µM, or IC50 in µM where a hit was titrated; 290,000 compounds, 0.02% hits;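 active means displacement of at least 50% at 20 µM, with a fluorescence ratio check between 0.3 and a set limit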;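 further: plate controls were Siah plus tracer with DMSO for no effect and tracer alone without Siah for full effect; strong numbers were not always called active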
UTI89 phage lysis: protection from phage-mediated lysis, alamar blue read-out – E. coli UTI89, K1F phage, bacterial capsule biogenesis inhibitors (AID 488966); E. coli UTI89 K1F phage lysis, alamar blue, 2 h; higher % means a stronger effect; inhibition, % at 100 µM; hits with a dose series show IC50 in µM; 340,000 compounds, 0.02% hits;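 active means phage lysis inhibition, versus mean bacterial control, above a set limit; inconclusive means no clear call, values can overlap the other calls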;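 further: capsule biogenesis inhibitors block K1F phage lysis so surviving cells raise fluorescence; higher fluorescence means more inhibition of phage lysis; actives were called in the ten point dose series up to 300 µM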
Large T inhibition: SV40 large T antigen inhibitors, biochemical (AID 1903). 310,000 compounds, 0.39% hits. inhibition, % at 20 µM; hits with a dose series show IC50 in µM. SV40 large T antigen ATPase/helicase inhibition assay; higher % means a stronger effect; in the data active means a potency from the dose series; inconclusive means inhibition mostly from about 32% at the one dose, without a potency; inactive means the rest, 99 in 100 with inhibition below about 32%; further: strong numbers were not always called active
RSV CPE inhibition: RSV antiviral activity via CPE protection, HEp-2 cells, primary 10 µM value included (AID 2391) | HEp-2 cells, RSV-induced CPE inhibition; higher % means a stronger effect | CPE inhibition, % at 10 µM, or IC50 in µM where a hit was titrated | 310,000 compounds, 0.13% hits; in the data active means a potency from the dose series; inconclusive means CPE inhibition mostly from about 23% at the one dose, without a potency; inactive means the rest, 99 in 100 with CPE inhibition below about 21%; further: strong numbers were not always called active
NTR1 ag: NTR1-driven beta-arrestin-GFP spot formation – imaging, U2OS cells, high content, primary screen (AID 493036) | agonist mode | 330,000 compounds, 0.17% hits | activation, % at 20 µM | P30989;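 active means activation at or above 40% of the spot to cytoplasm intensity ratio, with at least 20 cells analyzed; inconclusive means wells under 20 cells, flagged as cytotoxic or low count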;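 further: 0% = DMSO without peptide and 100% = 100 nM NTR1 peptide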
Target sequence (P30989 whole entry, looked up): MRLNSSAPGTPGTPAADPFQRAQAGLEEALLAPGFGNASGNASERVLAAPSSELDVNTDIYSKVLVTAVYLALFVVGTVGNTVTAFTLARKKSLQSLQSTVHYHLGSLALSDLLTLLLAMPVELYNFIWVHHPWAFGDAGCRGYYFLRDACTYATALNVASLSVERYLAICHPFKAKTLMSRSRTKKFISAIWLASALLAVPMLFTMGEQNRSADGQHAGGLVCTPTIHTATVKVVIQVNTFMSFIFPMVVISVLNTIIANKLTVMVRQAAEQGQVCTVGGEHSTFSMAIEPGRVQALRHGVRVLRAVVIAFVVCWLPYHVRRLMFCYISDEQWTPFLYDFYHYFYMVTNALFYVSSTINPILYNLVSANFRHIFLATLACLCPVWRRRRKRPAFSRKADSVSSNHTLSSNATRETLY
AID2073: disruptors of CaV2.2 binding to Mint1 – biochemical, HTRF (AID 2073); one-dose inhibition, % at 20 µM; IC50 in µM for titrated hits; 290,000 compounds, 0.19% hits; HTRF protein-protein interaction, Mint1-CaV2.2; higher % means a stronger effect; in the data active means inhibition mostly above about 51%, no sharp cut-off; inconclusive means no clear call, values can overlap the other calls; inactive means mostly below about 53%; further: some results filed as inactive read as strong as hits
NTR1 ag cell count 20 µM: further read-out of NTR1 ag, marked with its call; cell count; measured here: cell count, cytotoxicity flag
Numbers without * were called inactive; ? = inconclusive; · = not tested or not shown; [ ] = dose if it differs, or a comment. No enrichment for hits. About 1.6% of those tested had a hit in this group.

mol,RSV CPE inhibition,West Nile virus CPE,Large T inhibition,UTI89 phage lysis,NTR1 ag,AID2073,SIAH1 antagonists,Dengue-2 NS5 capping,NTR1 ag cell count 20 µM,MgcRacGAP inhibition
Cc1ccc(-c2nc(NCc3ccco3)c3ccccc3n2)cc1,5.5%,-1.6%,4%,0.1%,14,18%,-8%,-5%,83,5%
NC1=NC[C@H](Cc2ccc(O)cc2)N1CC1CCCCC1,2.2%,0.0%,21%,0.7%,-6.4,0%,2%,-6%,90,8%
CCN(CC)c1ccc(NC(=O)c2cccnc2)c(C)c1,1.6%,-0.8%,77µM*,0.1%,-0.4,6%,-2%,3%,70,0%
Cc1cc(C)cc(NC(=O)Cn2nnc(C(=O)NCc3ccco3)c2N)c1,2.0%,-0.2%,7%,0.2%,-0.4,1%,4%,-3%,58,-4%
O=C(Nc1ccc(S(=O)(=O)N2CCOCC2)cc1)c1cccs1,0.5%,0.2%,1%,1.5%,-2.2,-3%,-6%,-6%,67,7%
Cc1ccc(C)c(NC(=O)CCN2CCN(CCO)CC2)c1,2.0%,-0.2%,8%,0.1%,1.9,22%,2%,-7%,60,-3%
O=C1CC(c2cccc(O)c2)Oc2ccccc21 (stereo not drawn),-0.8%,·,·,-0.1%[50 µM],2.3,·,·,3%,63,-2%
Cc1ccc(SCc2ccc(C(=O)Nc3cccnc3)cc2)cc1,8.0%,-0.1%,8%,7.5%,0.4,0%,12%,2%,61,12%
Cc1ccc(C)c(N(C(=O)c2csnn2)C(C(=O)NC2CCCC2)c2ccncc2)c1 (stereo not drawn),0.3%,0.5%,5%,0.1%,-0.3,1%,-2%,-11%,40,6%
CCc1cccc(NC(=O)CN(C)S(=O)(=O)c2cccc3nsnc23)c1,0.3%,-0.2%,12%,0.0%,-1.3,12%,-3%,2%,69,3%
CC(=O)N/C(=C\c1ccccc1)C(=O)Nc1ccc(O)cc1,0.6%,-0.1%,?,0.1%,-0.7,-7%,3%,-2%,38,?
N#Cc1c(N)sc2c1CCN(CCc1ccccc1)C2,0.5%,0.2%,6%,11%,-0.2,3%,9%,-38%,55,12%
Cc1cc(S(=O)(=O)N2CCOCC2)ccc1OCC(=O)NCc1ccccn1,1.6%,0.2%,10%,-1.2%,-2.0,-2%,1%,-4%,59,2%
O=C(NC1CCCCC1)c1cc(Cl)nc2ccccc12,0.4%,-0.8%,-2%,3.6%,-0.8,3%,-4%,-9%,46,9%
CCN(Cc1ccccc1)Cc1nnnn1Cc1ccccc1,1.3%,-0.9%,-1%,1.3%,2.4,-11%,9%,·,64,0%
COc1ccc(N2CCN(C(=O)c3nc4nc(C)cc(C)n4n3)CC2)cc1,-0.6%,0.3%,23%,0.0%,-1.7,-9%,0%,1%,68,16%
CCN1CCN(CC(O)COCc2ccccc2)CC1 (stereo not drawn),-0.7%,-0.3%,-1%,1.0%,-1.9,-1%,11%,3%,34,13%
Cc1ccc(NC(=O)C(c2ccc(Cl)cc2)N2CCOCC2)cc1 (stereo not drawn),2.8%,-1.6%,-2%,0.1%,0.0,-12%,5%,-9%,77,11%
Cc1nc(SCC(=O)N2CCN(C(=O)c3cccs3)CC2)c2c(C)c(C)sc2n1,·,·,·,0.4%[50 µM],-1.2,·,·,-2%,61,2%
COc1ccc(-n2cc(CNCCc3cscn3)c(-c3ccccc3Cl)n2)cc1,-0.6%,-1.5%,9%,·,7.0,-12%,6%,·,19,·
COc1cc2cc(CN(CCc3ccccc3C)C(=S)NCCCN3CCOCC3)c(=O)[nH]c2cc1OC,-0.6%,0.4%,4%,-0.4%,4.4,-30%,-6%,-7%,52,4%
Cc1cc(NC(=O)COC(=O)c2ccc(S(=O)(=O)C(F)F)cc2)n(-c2ccccc2)n1,1.1%,·,9%,0.8%[50 µM],-1.2,·,·,-15%,63,4%
O=C(Nc1ccc2nc(-c3cccnc3)[nH]c2c1)c1ccccc1F,-0.4%,0.1%,9%,-0.5%,-0.5,3%,0%,-11%,94,5%
O=C(C(c1ccccc1)c1ccccc1)N1CCN(c2ccccn2)CC1,1.1%,0.6%,4%,-1.9%,2.6,-13%,-1%,-12%,51,4%
CCOC(=O)c1cnc2c(C#N)c(C)nn2c1C,4.4%,0.3%,13%,0.6%,1.2,6%,-1%,-8%,47,15%

Next part
mol,RSV CPE inhibition,West Nile virus CPE,Large T inhibition,UTI89 phage lysis,NTR1 ag,AID2073,SIAH1 antagonists,Dengue-2 NS5 capping,NTR1 ag cell count 20 µM,MgcRacGAP inhibition
Cc1nc(-c2cccc(NC(=O)C(C)Oc3ccccc3)c2)cs1 (stereo not drawn),3.7%,-0.7%,19%,-0.1%,2.0,-4%,-1%,-1%,55,10%
Cc1ccc(-n2ccc(=O)c(C(=O)O)n2)cc1,1.3%,0.1%,6%,4.5%,-1.3,0%,0%,4%,80,7%
N#Cc1ccsc1NC(=O)C1CCN(C(=O)c2ccc(F)cc2)CC1,1.6%,·,·,0.8%[50 µM],2.0,·,·,-8%,47,7%
CN(C)c1nc(F)c(F)c(S(=O)(=O)c2ccccc2)c1F,2.6%,-0.3%,3%,0.6%[50 µM],0.7,0%,1%,-8%,56,4%
COc1ccc(-c2nc(CS(=O)CC(=O)NCCCN3CCCC(C)C3)c(C)o2)cc1OC (stereo not drawn),0.6%,-0.1%,8%,0.5%,0.6,11%,-1%,-5%,74,12%
N/C(=N\c1nc(C(F)(F)F)cc(=O)[nH]1)Nc1ccc(Cl)cc1,20%,-0.7%,2%,·,-1.4,22%,10%,·,64,·
CN1C(=O)c2ccc(C(=O)NCc3ccc4c(c3)OCO4)cc2C1=O,1.6%,-0.1%,5%,0.2%,1.5,1%,8%,4%,37,4%
Cc1ccccc1NS(=O)(=O)c1ccc(C(=O)N2CCN(S(=O)(=O)c3ccccc3)CC2)cc1,0.4%,·,15%,1.5%[50 µM],1.4,·,·,-7%,58,1%
Cc1cc(C)nc(N(C#N)CCOc2ccc(Cl)cc2)n1,3.5%,-0.3%,-1%,4.4%,0.0,12%,-7%,-8%,31,4%
Cc1c(C(=O)NCCCN2CCOCC2)oc2c1C1(CCC2)SCCS1,0.9%,-0.7%,14%,-3.7%,-1.2,-2%,-2%,-8%,17,-3%
Cc1cccc(NC(=S)Nc2ccc(Cl)c(Cl)c2)c1,20%,-0.2%,2%,-0.3%,-0.1,-8%,-1%,-5%,51,-2%
CCCCc1nnc(NC(=O)CN2C(=O)c3ccccc3C2=O)s1,2.2%,0.3%,18%,-0.2%,1.3,-9%,0%,3%,51,5%
O=C(CNC(=O)c1ccccc1F)NC1=NCCS1,0.7%,-0.3%,5%,0.1%,-1.0,16%,4%,-9%,63,9%
O=C(Cn1ccn(-c2ccc(F)c(F)c2)c(=O)c1=O)NCCc1ccccc1,0.2%,0.2%,-2%,0.2%,1.6,-6%,-7%,-2%,50,3%
O=C(N/N=C/c1ccco1)Nc1ccccc1,3.2%,0.0%,11%,0.1%,1.5,-9%,3%,-5%,51,7%
COc1ccc(OC)c(/C=N/N(C)c2ccccc2)c1,13%,-0.6%,7%,-0.7%,1.6,-4%,2%,2%,42,19%
CCOC(=O)N1CCN(C(=O)Cc2ccc(-n3c(=S)[nH]c4ccccc4c3=O)cc2)CC1,0.9%,-0.1%,11%,5.7%,3.0,-23%,9%,-10%,69,-2%
CN(C)/C=C(\C#N)C(=O)Nc1ccccc1,0.6%,0.2%,8%,-0.2%,-0.7,-8%,10%,3%,36,11%
CN(C)c1ccc(C(=O)OCC(=O)NCCNC(=O)COC(=O)c2ccc(N(C)C)cc2)cc1,0.7%,-0.3%,11%,-0.2%,1.5,1%,7%,-7%,72,4%
CSc1ncc(Cl)c(C(=O)Nc2ccccc2Cl)n1,?,-0.4%,14%,0.9%[50 µM],0.1,4%,2%,-4%,52,-3%
O=C(Nc1ccc(Cl)cc1)Nc1nnc(-c2ccncc2)s1,6.4%,0.1%,3%,0.1%,·,14%,15%,-5%,·,5%
CCCn1c(/N=C/c2cc(OC)ccc2O)nc2ccccc21,1.1%,0.0%,-2%,2.9%,-1.1,-1%,-1%,-5%,55,7%
CC(C)c1ccccc1NC(=O)c1ccco1,0.3%,-0.2%,17%,3.1%,-1.2,·,·,-2%,48,2%
CC(C)c1nc(SCC(=O)Nc2cccc(C(F)(F)F)c2)c2c(=O)n(C)c(=O)n(C)c2n1,2.9%,-0.2%,3%,-1.6%,6.3,-4%,-5%,-6%,86,6%
C/C(=N\NC(=O)CC#N)c1cc2ccccc2oc1=O,0.6%,-0.4%,37%,1.7%[50 µM],-0.6,5%,-2%,-4%,61,2%

Further records follow.
mol,RSV CPE inhibition,West Nile virus CPE,Large T inhibition,UTI89 phage lysis,NTR1 ag,AID2073,SIAH1 antagonists,Dengue-2 NS5 capping,NTR1 ag cell count 20 µM,MgcRacGAP inhibition
Cc1ccsc1C1CC(=O)Nc2ccccc2S1 (stereo not drawn),·,-0.1%,1%,0.4%,0.0,2%,2%,-9%,52,8%
OCCCN1c2ccccc2Nc2nnc(-c3ccccc3)cc21,5.7%,0.3%,7%,-0.6%,-0.1,-6%,-3%,-4%,42,9%
O=C(C1CCC(CNS(=O)(=O)c2cccc3nsnc23)CC1)N1CC=C(c2ccccc2)CC1 (stereo not drawn),4.0%,-0.5%,4%,0.1%,5.0,10%,0%,1%,64,1%
COc1ccc(OC)c(/C(C)=N/Nc2ccc(C(=O)O)cc2)c1,0.2%,1.4%,13%,0.3%,0.4,-30%,-1%,-8%,58,5%
CCC(C)(C)n1nnnc1CN1CCC(c2nc3ccc(C)cc3[nH]2)CC1,8.3%,-0.1%,9%,3.7%,-0.1,?,-2%,0%,78,12%
CCn1nc(C(=O)N2CCc3ccccc3C2)c2ccccc2c1=O,1.6%,1.2%,19%,0.0%,-0.4,-2%,11%,0%,79,11%
Cc1cc(Cl)ccc1OCC(=O)NNC(=O)c1cccnc1,1.2%,-0.1%,13%,0.2%,-0.2,-2%,6%,-1%,68,8%
O=C(Nc1ccc(Cl)cc1)NC1CCCCC1Cc1ccco1 (stereo not drawn),11%,-0.2%,14%,6.3%,2.6,-3%,4%,-8%,51,6%
C/[N+]([O-])=C/c1c(OCc2ccccc2)ccc2ccccc12,3.4%,-1.2%,17%,0.3%,0.5,3%,8%,-2%,81,13%

Bioassay records as filed in PubChem.
